# Screens (PubChem)
# Vif-A3F inh = Vif-A3F binding inhibition; HeLa A3F-eYFP + Vif (tagged APOBEC3F with the HIV-1 protein that degrades it), YFP fluorescence increase; Potency, µM (series often up to 46.1 µM), for the others: at the highest dose activity, negative = active; 390,000 tested, 0.2% active; AID 602313; also: potency is read from the fitted curve at half-maximal effect; % of control where 0% means no effect; nearly all actives have a fitted effect of over 65% in size
#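 Fluorescence increase (Ex 488/Em 500-530) after overnight compound treatment at 37 deg C flags inhibition of Vif-driven A3F-eYFP loss in stable HeLa A3F-eYFP/Vif cells seeded overnight beforehand.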
# RXFP1 agonist = activates the human relaxin receptor RXFP1. Q9HBX9. HEK293T-RXFP1 cAMP TR-FRET, 30 min; response scale: percent of porcine relaxin response, buffer zero. Potency, µM (series often up to 57.5 µM), without a hit: at the highest dose activation, most hits filed as activators. 370,000 tested, 0.3% active. AID 2676; also: potency is read from the fitted curve at half-maximal effect; % is scaled to controls: 0 for no effect and ±100 for the full control effect; nearly all actives have a fitted effect of over 60% in size; many of its hits are not listed in these tables
#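 HEK293 cells stably expressing RXFP1, treated 30 min at 37C with compounds plus PDE4 inhibitor Ro 20174; cAMP measured by HTRF TR-FRET. Normalized to buffer and 29 nM porcine relaxin; EC50 by Hill fit.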
# USP1 inh = USP1/UAF1 (human) deubiquitinase inhibition. Potency, µM (titrated, usually from 57.1 µM), for the others: at the top dose activity change, negative = inhibition, most hits filed as inhibitors. recombinant USP1/UAF1, Ub-Rhodamine cleavage fluorescence. AID 743255. 390,000 tested, 0.23% active; also: potency is read from the fitted curve at half-maximal effect; % is scaled to controls: 0 for no effect and ±100 for the full control effect; nearly all actives have a fitted effect of over 60% in size; inactives centre near -12
#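 USP1/UAF1 complex at 1 nM was preincubated with compound for 15 min at room temperature, then Ub-Rho substrate (150nM final) was added. Fluorescence (480/540 nm) was read kinetically, 6 reads every 60 seconds.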
# GRP78 ERSR act = induces the endoplasmic reticulum stress response in human glioma cells. U87-MG GRP78 promoter luciferase reporter, 16 h. Potency, µM, for inactives: at the highest dose activation, usual class: activators. AID 602332. 420,000 tested, 0.02% active; also: potency is read from the fitted curve at half-maximal effect; series mostly up to about 76 µM; % of control where 0% means no effect; nearly all actives have a fitted effect of over 35% in size
#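 ERSR induction read as luciferase luminescence (Bright-Glo, 10 min at room temperature) in stably transfected human U87-MG glioma cells exposed to compounds for 16 h, using GRP78 as sensor.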
# PI4K2A block = PI4K2A (human) kinase inhibition; purified PI4K2A, ADP-Glo luminescence, 1 h; hits give low values; Q9BTU6; activity change, negative = inhibition, % at 76.9 µM; 420,000 tested, 0.13% active; in the data active = activity change below about -50%; inconclusive = mostly about -30% to -49%;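 also: -100% = wells without enzyme as full effect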
#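 In this quantitative HTS, ADP production by PI4K2A was quantified luminescently after 1 h at ambient temperature; 100 microM adenosine served as plate-quality control.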
# TrxR1 substrate = substrates of rat thioredoxin reductase 1; Potency, µM (series often up to 114 µM), for the others: top-dose activity change, negative = substrate turnover; purified TrxR1 substrate turnover, NADPH consumption readout; O89049; AID 588456; 390,000 tested, 0.01% active; also: potency is read from the fitted curve at half-maximal effect; % is scaled to controls: 0 for no effect and ±100 for the full control effect; nearly all actives have a fitted effect of over 50% in size
#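 Rat TrxR1, dispensed at 90 nM, was prereduced with 400 uM NADPH (final) for 5 min at ~22 deg C, then incubated with compound 15 min before 400 uM selenite. A first-read NADPH fluorescence drop versus no-compound background flagged substrates.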
# LDHA inh = inhibitors of human lactate dehydrogenase A; P00338; 480,000 tested, 0.15% active; activity change, % (values are at about 110 or 230 µM); purified LDHA, NADH/diaphorase-resazurin fluorescence; hits give low values; in the data active = activity change below about -30%; inconclusive = mostly about -25% to -30%;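 also: plate controls were DMSO wells for no effect and wells without enzyme for full effect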
#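 Human LDH5 at 2 nM final in Tris HCl pH 7.4 with 0.06 mM NADH and 0.2 mM pyruvate, reacted 5 minutes at room temperature. Remaining NADH coupled via diaphorase/resazurin; resorufin fluorescence read at 0 and 20 minutes, normalized to enzyme-free and DMSO wells.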
# mIDH1 inhibitor = human IDH1 R132H inhibition; O75874; IDH1-R132H enzyme, NADPH consumption, diaphorase/resazurin fluorescence; Potency, µM (highest dose often 76.6 µM), for the others: at the highest dose activity change, negative = inhibition, hits mostly inhibitors; 390,000 tested, 0.093% active; AID 602179; also: potency is read from the fitted curve at half-maximal effect; % is scaled to controls: 0 for no effect and ±100 for the full control effect; nearly all actives have a fitted effect of over 65% in size
# Target sequence (O75874 whole entry R132H, stated change not applied): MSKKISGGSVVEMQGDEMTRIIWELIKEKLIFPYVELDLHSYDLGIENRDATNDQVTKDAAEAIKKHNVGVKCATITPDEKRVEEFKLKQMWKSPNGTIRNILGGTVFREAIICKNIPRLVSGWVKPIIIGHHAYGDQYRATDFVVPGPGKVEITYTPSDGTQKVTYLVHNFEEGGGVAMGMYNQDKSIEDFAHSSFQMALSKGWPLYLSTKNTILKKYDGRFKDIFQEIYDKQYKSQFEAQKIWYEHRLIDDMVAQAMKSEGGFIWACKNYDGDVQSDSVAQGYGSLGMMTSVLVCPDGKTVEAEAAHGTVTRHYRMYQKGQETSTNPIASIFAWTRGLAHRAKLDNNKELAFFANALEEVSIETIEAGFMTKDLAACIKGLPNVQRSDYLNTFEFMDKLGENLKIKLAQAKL
#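 IDH1-R132H (0.5 ug/mL) preincubated 30 min with compound, then NADPH (0.016 mM) and alpha-KG (2 mM) added; 80 min at RT, pH 7.5. Remaining NADPH coupled via diaphorase/resazurin to fluorescence (540/590 nm); concentration-response curves normalized to no-enzyme control.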
# Vif-APOBEC3G blk = blocks the Vif interaction with human APOBEC3G; HeLa A3G-eYFP + Vif (tagged APOBEC3G with the HIV-1 protein that degrades it), YFP fluorescence, overnight; Q9HC16; Potency, µM (highest dose often 46.1 µM), for inactives: top-dose activity, negative = active, hits mostly inhibitors; 410,000 tested, 0.076% active; AID 602310;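 also: potency is read from the fitted curve at half-maximal effect; % is scaled to controls: 0 for no effect and ±100 for the full control effect; nearly all actives have a fitted effect of over 60% in size; hits raise eYFP signal because A3G escapes Vif-driven loss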
# Target sequence (Q9HC16 whole entry, looked up): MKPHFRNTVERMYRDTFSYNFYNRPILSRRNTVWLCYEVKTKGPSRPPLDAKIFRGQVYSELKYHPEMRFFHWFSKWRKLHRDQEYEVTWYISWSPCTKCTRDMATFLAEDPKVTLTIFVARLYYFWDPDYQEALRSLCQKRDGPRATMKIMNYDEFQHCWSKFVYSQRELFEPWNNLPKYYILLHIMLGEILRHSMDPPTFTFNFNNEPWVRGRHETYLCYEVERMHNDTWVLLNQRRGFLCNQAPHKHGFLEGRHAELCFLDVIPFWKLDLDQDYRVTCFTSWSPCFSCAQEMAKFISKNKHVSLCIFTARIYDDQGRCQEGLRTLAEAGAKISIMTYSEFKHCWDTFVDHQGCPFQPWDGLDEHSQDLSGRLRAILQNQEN
#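 Read-out is eYFP fluorescence (Ex 488/Em 500-530) from Vif-expressing HeLa A3G-eYFP cells; more signal means A3G escaped Vif-mediated degradation. Cells plated overnight, compound pinned in, incubated overnight at 37 deg C.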
# * = called active by the depositor; ? = inconclusive; · = no result given; [ ] = dose if it differs, or a comment. Unless noted, calls follow the shape of the dose curve; as a rule, active = well fitted curve in the direction sought with a large enough effect; inconclusive = small, poorly fitted or top-dose-only effect, or another doubt; inactive = no such curve, though single readings can be large; an effect the other way counts as inactive or inconclusive. An excerpt; count on the stated rates, not on these rows.
SMILES | Vif-A3F inh | RXFP1 agonist | USP1 inh | GRP78 ERSR act | PI4K2A block | TrxR1 substrate | LDHA inh | mIDH1 inhibitor | Vif-APOBEC3G blk
COc1cc(N)ccc1Cc1ccc(N)cc1OC | 0.9% | -0.8% | -15.6% | -3.7% | -2.6 | -3.9% | 10.1 | 5.0% | 2.5%
CC12COC3(C(=O)Nc4ccc(Cl)cc4)CC1CCC32C (centres undefined) | 0.8% | 0.7% | -7.4% | -2.4% | -1.1 | -5.9% | 2.0 | 9.3% | -4.9%
CN(C)/C=C/C(=O)c1ccc(Cl)cc1 | 1.0% | 0.7% | -18.7% | 2.0% | 9.4 | -8.1% | -10.5 | 3.8% | 3.0%
Nc1ccc(Oc2ccc3c(c2)C(=O)N(CC2CCCO2)C3=O)cc1 (centres undefined) | 14.4% | 1.5% | -19.1% | -7.5% | 6.2 | 1.2% | -4.6 | -2.7% | 1.9%
CCn1c(CNC(=O)c2ccco2)nnc1SCC(=O)Nc1cccc(F)c1 | 3.7% | 6.3% | -21.0% | -0.3% | -0.1 | 9.6% | -1.4 | 0.0% | 5.5%
O=C(c1cc(-c2ccc(Cl)cc2)n[nH]1)N1CCc2ccccc2C1 | 0.8% | 1.0% | -8.4% | -1.5% | 1.5 | 5.4% | -3.0 | 11.7% | -5.7%
COCCCNC(=O)c1ccccc1C(F)(F)F | 0.3% | 4.5% | -22.3% | 5.0% | 1.5 | 2.8% | -5.5 | -5.5% | 2.7%
O=C(CCN1CCN(c2ccccc2F)CC1)c1ccc(Br)cc1 | -5.5% | 1.7% | -13.0% | 1.2% | 51.2 | 10.3% | -1.8 | 6.2% | -16.9%
O=C(NC1CCCCCCC1O)c1ccccc1 (centres undefined) | -5.5% | · | -15.8% | 4.3% | -2.2 | -3.6% | -4.6 | 6.5% | 1.8%
Cc1ccsc1/C=N\NC(=O)c1ccc2c(c1)OCO2 | 9.3% | -3.0% | 1.6% | -9.7% | -11.0 | -4.4% | -2.7 | 3.9% | 0.3%
CCc1nc2ccc(C(=O)N3CCN(C(=O)c4ccco4)CC3)cn2c1N(CCC(C)C)CCN(C)C | · | · | · | -2.0% | 6.3 | · | 1.2 | · | -0.3%
C=CCn1c(C)nnc1SCC(=O)c1c(N)n(C2CC2)c(=O)[nH]c1=O | 4.7% | -0.6% | -16.2% | -1.1% | 1.2 | 10.1% | -6.2 | 0.5% | 0.1%
COc1ccc(-c2oc3ccc(N4CCOCC4)cc3c2C#Cc2ccc(N)cc2)cc1 | -11.3% | · | -20.9% | -2.0% | -3.0 | 61.3%[activator] | 0.6 | -0.8%[38.3 µM] | -18.5%
O=C(CS(=O)(=O)c1ccc(F)cc1)N1CCN(c2ccccc2)CC1 | 2.1% | 0.5% | -15.7% | 1.6% | 1.9 | 7.9% | -6.8 | -1.5% | -0.8%
CCc1nnc(NC(=O)CCC(=O)N2CCN(CCOc3ccc(C)cc3)CC2)s1 | · | -0.4% | -15.7% | -4.4% | -6.9 | 1.0% | -8.3 | 3.6% | -0.1%
O=C(Nc1ccccc1N1CCOCC1)c1cccc(NS(=O)(=O)c2ccc(F)c(F)c2)c1 | 13.8% | -0.3% | -25.5% | -4.0% | -0.2 | -2.2% | 0.8 | -5.0% | 3.4%
Cc1nn2c(C)c(C(=O)N3CCN(c4ccccc4F)CC3)cnc2c1-c1ccc(F)cc1 | 9.3% | 1.9% | 8.5% | -3.4% | 1.9 | -0.3%[57.1 µM] | -4.7 | -2.4% | -1.7%
Cc1csc2c(=O)sc(NC(=O)c3ccco3)nc12 | -1.6% | ? | -10.6% | 3.8% | 6.4 | 5.3% | -12.3 | 2.5% | -21.0%
Cc1cc(-c2nnc(CCC(=O)NCC(C)c3ccccc3)o2)no1 (centres undefined) | 0.4% | -2.3% | -10.3% | -2.2% | -0.8 | -2.2% | -5.4 | 3.3% | -0.4%
N#Cc1cccc(S(=O)(=O)NNC(=O)C23CC4CC(CC(C4)C2)C3)c1 | 0.7% | · | -9.7% | -3.8% | -2.4 | 6.6%[57.1 µM] | -2.1 | 1.0% | -0.6%
O=C1CCCC/C1=C\Nc1ccc(C(=O)O)c(O)c1 | 0.7% | 2.6% | -3.4% | 1.6% | 0.5 | -19.1% | 3.7 | 2.0% | -6.1%
CCOC(=O)N1CCN(C(=O)CSc2ncccn2)CC1 | -0.3% | -2.5% | -20.8% | -2.4% | 3.5 | -5.6% | -5.8 | 8.6% | 0.8%
CCCCCCN1CCN(C2CN(C3CCCCC3)S(=O)(=O)C2)CC1 (centres undefined) | · | · | · | -4.9% | 0.0 | · | -9.1 | · | 0.4%
COc1ccc(N(Cc2cccs2)C(=O)COc2cccc(Cl)c2)cc1 | 6.2% | 0.8% | -11.6% | -6.1% | -1.8 | -2.8% | 2.2 | 0.0% | 1.7%
CCO[C@H]1OC(C(=O)O)=C[C@@H](C(C)(C)C)[C@@H]1CCCO | 3.8% | · | -25.1% | -0.8% | -1.5 | 9.4% | 4.1 | 5.0% | 4.9%
CCc1c(C)sc(NC(=O)C2CC(c3c(F)cccc3Cl)=NO2)c1C#N (centres undefined) | 1.7% | 2.8% | -6.3% | 7.7% | -2.7 | -0.4% | -0.4 | -3.3% | -11.1%
COc1ccc(OC)c(C(=O)NC(CC(N)=O)c2ccc(N3CCC(N4CCCC4)CC3)c([N+](=O)[O-])c2)c1 (centres undefined) | 0.0% | 0.5% | ? | -4.0% | 4.1 | -1.1% | -1.9 | 0.1% | -0.6%
CCN(C(=O)COC(=O)c1ccccc1OCc1ccc(Cl)cc1)C1CCS(=O)(=O)C1 (centres undefined) | 4.9% | · | -17.4% | -2.0% | -2.6 | -2.4% | -2.2 | 4.2% | -0.4%
COc1cc(CNCc2cccs2)ccc1OCc1cccs1 | -3.0% | 4.2% | -4.7% | -0.2% | 2.4 | 3.7% | -5.0 | 2.9% | 1.7%
COc1ccc2c(c1)c(=O)oc1cc(O)ccc12 | -2.8% | 7.9% | -21.2% | 4.1% | -0.2 | 7.0%[57.1 µM] | -8.2 | -10.2% | -0.2%

# In another format: results already given.
# The line under a structure holds: Vif-A3F inh	RXFP1 agonist	USP1 inh	GRP78 ERSR act	PI4K2A block	TrxR1 substrate	LDHA inh	mIDH1 inhibitor	Vif-APOBEC3G blk
Nc1ccc(Oc2ccc3c(c2)C(=O)N(CC2CCCO2)C3=O)cc1 (centres undefined)
→ 14.4%	1.5%	-19.1%	-7.5%	6.2	1.2%	-4.6	-2.7%	1.9%
Cc1csc2c(=O)sc(NC(=O)c3ccco3)nc12
→ -1.6%	?	-10.6%	3.8%	6.4	5.3%	-12.3	2.5%	-21.0%
Cc1nn2c(C)c(C(=O)N3CCN(c4ccccc4F)CC3)cnc2c1-c1ccc(F)cc1
→ 9.3%	1.9%	8.5%	-3.4%	1.9	-0.3%[57.1 µM]	-4.7	-2.4%	-1.7%

# Next results
compound	Vif-A3F inh	RXFP1 agonist	USP1 inh	GRP78 ERSR act	PI4K2A block	TrxR1 substrate	LDHA inh	mIDH1 inhibitor	Vif-APOBEC3G blk
Cc1onc(-c2ccccc2)c1NC(=O)Nc1c(-c2ccccc2)noc1C	-12.0%	-0.9%	-8.3%	-3.3%	-0.4	-8.7%	-1.0	6.6%	1.3%
CCCN(CCC)C(=O)CSc1nc2c(sc(=S)n2-c2ccc(OCC)cc2)c(=O)[nH]1	0.0%	1.4%	-9.9%	4.3%	-0.1	-10.0%	-5.5	-15.4%	-6.5%
Cc1ccc(NC(=O)c2ccc(=O)n(CC(=O)Nc3cccc(C)c3)n2)cc1	0.3%	1.1%	-3.6%	-0.4%	0.3	-1.9%[57.1 µM]	-1.8	-5.3%	-2.9%
COc1cc(CCC(=O)NCc2ccc3c(c2)CCN3C(=O)c2ccccc2)cc(OC)c1OC	5.1%	0.9%	?	-3.1%	-3.6	-9.9%[57.1 µM]	-0.4	0.0%	1.2%
O=C(O)CCc1nn2c3ccccc3n(Cc3ccccc3F)c2nc1=O	1.7%	4.9%	-14.2%	-3.2%	6.6	29.3%[57.1 µM]	-6.1	2.9%	0.2%
CSc1nnc(N2C(=O)C(O)=C(C(=O)c3ccco3)C2c2ccc(F)cc2)s1 (centres undefined)	-4.2%	?	-7.8%	-11.1%	3.4	1.4%	-7.7	-2.1%	-3.6%
CN(c1ccc(OCC(=O)OCC(=O)c2c(N)n(C)c(=O)n(C)c2=O)cc1)S(=O)(=O)c1ccc2ccccc2c1	-8.1%	0.9%	-18.0%	-2.6%	-3.5	5.5%	0.3	0.0%	-8.7%
COc1cc(C(=O)NCCOc2cc(C)ccc2C(C)C)cc(OC)c1OC	-21.8%	-2.1%	?	-5.7%	4.1	-3.0%	3.7	5.0%	-15.8%
Cc1cccc(NC(=O)CSc2nnc(NC(=O)C3CCC3)s2)c1	4.4%	6.5%	-11.7%	-6.5%	-1.8	-0.4%	-0.5	3.5%	1.0%
